Assay outcomes (PubChem BioAssay)
MazEF act: activators of E. coli MazEF toxin-antitoxin RNase, primary screen, biochemical, fluorescence, uHTS | Endoribonuclease toxin MazF (Escherichia coli (strain K12)), P0AE70 | FAM/BHQ RNA-DNA oligo cleavage fluorescence, 5 h | activation, % at 20 µM | 0.32% of 350,000 active | AID 504720, 2011; in the data active = activation above about 50%
Target sequence (P0AE70 whole entry, looked up): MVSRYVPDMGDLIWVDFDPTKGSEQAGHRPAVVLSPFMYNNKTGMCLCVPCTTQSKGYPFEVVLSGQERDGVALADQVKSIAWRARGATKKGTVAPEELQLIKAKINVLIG
GDH-TPI inh: GDH-TPI coupling enzyme inhibitors, primary screen, artefact control for M. tuberculosis FBA inhibitor project, biochemical, absorbance, full deck | GDH-TPI coupled enzyme counterscreen, NADH absorbance | inhibition, % at 4.8 µM | 1.2% of 360,000 active | AID 588335, 2011; in the data active = inhibition above about 30%;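 note: 0% = DMSO wells and 100% = wells lacking the enzyme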
Mtb BioA inh: M. tuberculosis BioA enzyme inhibitors, primary screen, biochemical, plate reader, single point, HTS. 0.096% of 360,000 active. 7,8-diaminopelargonic acid synthase BioA (Mycobacterium tuberculosis). purified M. tuberculosis BioA enzyme. AID 602481, 2012. inhibition, % at 9.99 µM; in the data active = inhibition above about 40%; inconclusive = no clear call, values can overlap the other calls
BoNT F protease: BoNT/F light chain protease inhibitors, primary screen, biochemical, flow cytometry, MLPCN library | inhibition, % at 10 µM | Botulinum neurotoxin type F light chain protease (Clostridium botulinum) | 0.22% of 360,000 active | Multiplex microsphere protease cleavage assay; in the data active = inhibition above about 35%, passing the limit was not always enough; inconclusive = no clear call, values can overlap the other calls; note: plate controls were buffer without enzyme for full effect and enzyme alone for no effect
PrPC TRFRET: inhibitors of human cell surface prion protein PrPC, primary screen, cell-based, TR-FRET; Major prion protein (Homo sapiens), P04156; TR-FRET read-out; inhibition, % at 13.8 µM; 0.43% of 370,000 active; in the data active = inhibition above about 24%; note: 0% = median of the test wells and 100% = reference compound wells
UGM FP inh: M. tuberculosis UGM enzyme inhibitors, primary screen, biochemical, fluorescence polarization, single point; purified UGM, fluorescence polarization probe displacement; inhibition, % at 10 µM; UDP-galactopyranose mutase (Mycobacterium tuberculosis (strain ATCC 25618 / H37Rv)), …; AID 504406, 2011; 0.06% of 320,000 active; in the data active = inhibition above about 10%, passing the limit was not always enough; inconclusive = no clear call, values can overlap the other calls
FadD28 binding: inhibitors of FadD28 bisubstrate probe binding, primary screen, biochemical, fluorescence polarization, single point; Mycobacterium tuberculosis FadD28 fatty-acid-AMP ligase; inhibition, % at 12.5 µM; 0.22% of 360,000 active; AID 588549, 2011; in the data active = inhibition above about 8.5%, passing the limit was not always enough; inconclusive = no clear call, values can overlap the other calls
Rv3671c inh: Rv3671c serine protease inhibitors, primary screen, biochemical, fluorescence polarization, M. tuberculosis H37Rv; P9WHR9; 0.048% of 320,000 active; AID 2606, 2010; inhibition, % at 5.96 µM; in the data active = inhibition above about 38%;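 note: extracellular domain of Rv3671c used as enzyme; 0% = enzyme with DMSO and 100% = no enzyme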
Target sequence (P9WHR9 whole entry, looked up, the tested form may be a part): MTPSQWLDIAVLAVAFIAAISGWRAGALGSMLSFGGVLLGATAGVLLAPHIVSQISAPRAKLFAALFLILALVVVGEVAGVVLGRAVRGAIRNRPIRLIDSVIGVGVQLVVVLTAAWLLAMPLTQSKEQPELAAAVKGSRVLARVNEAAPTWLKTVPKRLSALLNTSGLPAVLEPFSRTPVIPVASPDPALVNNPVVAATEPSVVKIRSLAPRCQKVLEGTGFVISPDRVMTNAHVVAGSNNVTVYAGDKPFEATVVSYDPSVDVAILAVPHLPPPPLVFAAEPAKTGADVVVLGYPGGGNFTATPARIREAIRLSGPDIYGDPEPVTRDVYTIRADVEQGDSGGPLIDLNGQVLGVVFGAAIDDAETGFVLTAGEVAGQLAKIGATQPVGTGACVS
Mtb FBA inh: Mtb FBA enzyme inhibitors, primary screen, biochemical, fluorescence, strain H37Rv. 2.3% of 360,000 active. inhibition, % at 1 µM. purified M. tuberculosis FBA, fluorescence read-out; in the data active = inhibition above about 27%;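 note: 0% = vehicle and 100% = reference inhibitor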
Target sequence (P9WQA3 whole entry, looked up): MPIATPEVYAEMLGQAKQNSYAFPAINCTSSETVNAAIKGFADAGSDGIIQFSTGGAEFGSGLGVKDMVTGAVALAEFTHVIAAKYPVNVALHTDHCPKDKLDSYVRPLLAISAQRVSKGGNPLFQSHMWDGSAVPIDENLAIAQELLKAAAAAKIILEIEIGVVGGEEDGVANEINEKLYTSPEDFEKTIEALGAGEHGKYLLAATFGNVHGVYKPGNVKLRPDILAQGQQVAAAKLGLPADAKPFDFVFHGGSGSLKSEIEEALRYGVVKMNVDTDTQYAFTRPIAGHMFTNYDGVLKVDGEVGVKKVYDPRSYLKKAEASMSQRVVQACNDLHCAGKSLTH
* = called active by the depositor; ? = inconclusive; . = no result given; & = joins results of further samples.

Results follow in this order: MazEF act	GDH-TPI inh	Mtb BioA inh	BoNT F protease	PrPC TRFRET	UGM FP inh	FadD28 binding	Rv3671c inh	Mtb FBA inh
- CC(Sc1ncnc2sc(-c3ccccc3)cc12)C(N)=O (stereo unspecified)
→ 3.7	8.8	-0.7	-5.7	-1.5	0.6	-4.0	-24.2	3.0
- COc1ccc(NC2CCCN(C(=O)c3ccccc3N3CCOCC3)C2)cc1OC (stereo unspecified)
→ 0.5	-3.8	0.7	1.2	14.5	-3.4	-3.4	-2.7	1.1
- CCOC(=O)c1ccc(NC(=O)C(C)N2C(=O)c3ccccc3C2=O)cc1 (stereo unspecified)
→ -3.8	1.6	0.6	-5.2	3.3	2.2	-4.0	-8.7	-0.8
- COc1ccc(-c2c(C(C)=O)c(C)nc3sc4c(=O)n(-c5ccc(C)cc5)nnc4c23)cc1
→ 2.4	21.9	-1.9	-10.3	-4.0	0.4	-1.7	-2.8	3.9
- Cc1onc(-c2ccccc2)c1C(=O)Nc1cccnc1
→ -1.1	5.6	0.9	-4.7	3.1	2.1	0.6	-3.9	-1.9
- CC(C)Cn1c(=O)c(C(=O)Nc2cnccn2)c(O)c2ccccc21
→ -9.0	-0.9	1.6	3.8	-1.9	-3.8	-1.6	7.4	-3.0
- COc1ccccc1/C=C/C(=O)OCC(=O)NCc1ccco1
→ -2.7	25.9	0.4	7.0	-3.6	1.9	-1.5	9.3	6.5
- COc1ccc(C(=O)C(C)OC(=O)COc2ccccc2)cc1 (stereo unspecified)
→ 7.9	-10.1	-0.4	.	-0.8	-0.3	-1.3	3.9	0.9
- CCCCCc1cccnc1
→ 5.2	20.2	-1.3	0.5	-5.9	-1.9	0.6	0.0	-1.4
- CCCCOc1ccc(CC(=O)NCC(=O)O)cc1
→ -4.0	8.0	-5.2	-13.7	1.0	-2.1	-0.9	-0.2	-1.2
- COc1ccc(Br)cc1CN1CCCCCCC1
→ 3.8	-0.8	-2.2	-19.7	-5.8	0.2	1.4	11.3	3.6
- COc1ccc(OC)c(NC(=O)c2ccccc2N(C)S(=O)(=O)c2ccc(C)cc2)c1
→ 6.6	11.2	1.7	?	-3.4	-1.0	-0.2	-5.7	-0.4
- COC(=O)N/N=C/c1cccnc1
→ 0.7	8.0	-4.1	1.2	5.6	0.0	-0.2	-1.8	23.5
- CCCN(CC1CCCO1)C(=O)CCc1nnc(-c2cc(C)on2)o1 (stereo unspecified)
→ -4.3	-7.9	.	2.0	2.5	1.6	-3.7	-7.8	-1.0
- Cc1nc2cc(-c3cccs3)nn2c(NCC(C)(C)CN(C)C)c1C
→ 1.6	4.6	.	-3.3	-1.7	1.6	-1.9	4.3	-5.5
- CCS(=O)(=O)N1CCN=C1SCc1cccc(F)c1
→ 9.5	1.7	2.4	4.5	-6.7	0.1	-1.3	0.6	-1.7
- O=C(CCS(=O)(=O)c1ccc(Cl)cc1)N1CCCc2ccccc21
→ -1.2	6.8	-0.1	-9.0	10.6	-0.1	-0.6	-2.9	3.9
- O=C(NCCOc1ccccc1)C(=O)NCC1CCCO1 (stereo unspecified)
→ 1.9	-3.1	-1.1	0.4	5.2	-7.4	-4.4	-1.6	1.3
- Cc1nc(NC(=O)CCCC(=O)Nc2nc(C)c(C)s2)sc1C
→ 2.7	7.7	-2.2	1.2	-5.1	-5.5	-0.8	-4.0	-3.7
- Cc1c(C(=O)N/N=C/c2ccc(N3CCOCC3)cc2)nc2ccccn12
→ 3.4	31.2*	.	-4.8	0.9	-0.5	-0.5	3.4	1.1
- CC1(Cc2cc(Cl)ccc2C(F)(F)F)C(=O)Nc2c(Cl)cccc21 (stereo unspecified)
→ .	0.9	0.5	-4.8	4.6	.	-3.3	.	1.1
- CCCCn1c(=O)[nH]c(=O)c2c1nc(COC(=O)c1c(C)noc1C)n2CCC
→ 2.1	3.4	-3.2	-0.9	-2.9	-1.0	-2.4	-5.7	-0.5
- CC1(C)C[C@@H](O)[C@]2(C)CC[C@]3(C)C(=CCC4[C@@]5(C)CC[C@H](O)[C@](C)(CO)C5CC[C@]43C)[C@@H]2C1 (stereo partly specified)
→ -29.1	0.7	-2.0	-4.1	7.6	.	-1.2	-6.1	0.9
- CCc1ccc(/C=C/C(=O)c2c(C)cc(C)[nH]c2=O)cc1
→ 3.5	23.1	.	2.7	1.5	2.8	-5.8	-5.0	-1.2
- CCOc1cccc(CNCCCSc2ncccn2)c1
→ -1.4	6.2	-0.3	?	0.6	-0.1	-1.2	-8.4	-0.3
- COc1ccc(N2CCN(c3ncnc4scc(-c5ccc(C)cc5)c34)CC2)cc1
→ -31.1	6.9	-1.1	-6.8	6.0	-0.8	0.4	-10.5	0.8
- O=C(NC1CC2CCCC(C1)N2C(=O)Nc1ccccc1)C1CC1 (stereo unspecified)
→ 34.9	-4.2	-0.1	16.0	-1.6	2.6	-1.5	-2.6	-2.6
- COCCNC(=O)C1(C)CCN(C(=O)Cc2ccc(OC)c(OC)c2)C1 (stereo unspecified)
→ .	1.3	0.4	1.0	6.1	.	0.3	.	4.6
- O=C(CCCOc1ccc(Cl)cc1Cl)NC(Cc1ccccc1)C(=O)O (stereo unspecified)
→ -3.2	0.9	-0.2	-10.1	2.3	.	-0.5	.	2.8
- Cc1cc(NC(=O)c2cc3cccc([N+](=O)[O-])c3[nH]2)ccc1F
→ 7.3	4.2	-0.5	?	1.1	3.7	-1.5	-89.2	2.2
- C[C@H](CO)N1C[C@H](C)[C@@H](CN(C)C(=O)c2ccncc2)OCc2cnnn2CCCC1=O
→ -2.3	9.0	-0.5&-0.9	-4.3	0.9	.	-0.9	.	0.3
- CC(C)CNC(=O)COC(=O)C1c2ccccc2Oc2ccccc21
→ 1.0	3.8	0.3	24.4	7.1	-1.2	.	1.6	-2.2
- Cc1cccc(C)c1OCCNC(=O)OCc1ccccc1
→ -3.5	-0.9	1.1	-4.1	-1.9	-0.1	-5.3	1.9	-3.8
- Cc1ccc2nc3c(cc2c1)c(NC(=O)C1CCCO1)nn3CC(C)C (stereo unspecified)
→ -2.1	-2.9	-4.0	-8.4	-5.5	1.3	-0.2	-9.3	11.2
- Cc1ccccc1N1C(=O)c2cccc3c(N(C)CCO)ccc(c23)C1=O
→ -222.0	-5.3	-37.9	9.9	-38.9	4.0	-1.3	1.9	-7.8
- CCc1ccccc1Nc1nc(N)nc(COC(=O)C2CCN(C(=O)c3ccc(F)cc3)CC2)n1
→ -0.8	4.2	-2.2	4.2	2.6	.	-4.5	.	-2.1
- CC(C)NC(=O)C1CCCN(S(=O)(=O)c2ccc(-n3cnnn3)cc2)C1 (stereo unspecified)
→ -12.4	3.9	-1.8	-5.0	-3.1	0.4	-0.4	1.1	-1.8
- Nc1ccccc1SC(C[N+](=O)[O-])c1ccccc1 (stereo unspecified)
→ -9.7	15.9	-1.0	.	.	1.5	-2.0	-5.1	0.7
- Cc1noc(C)c1C(=O)N1CCC1(C)C(=O)NS(=O)(=O)c1cccc(Cl)c1 (stereo unspecified)
→ .	6.5	-0.2	0.2	-9.2	.	-1.0	.	-1.6
- Cc1c(CC(=O)NCCCC(=O)O)c(=O)oc2cc3occ(-c4ccccc4)c3cc12
→ -3.5	16.7	-0.1	1.7	-5.2	0.2	-2.6	-4.1	4.0
- CC(NC(=O)c1cc2ccccc2o1)c1cccs1 (stereo unspecified)
→ -3.0	0.7	-0.4	-10.6	1.7	2.8	-1.3	0.1	0.0
- O=C(COC(=O)c1ccc(Cl)s1)c1cc2ccccc2o1
→ -6.7	-6.4	.	-4.7	-1.5	-1.4	-4.0	-11.7	-2.7
- COc1ccc(NC(=O)c2cc(-c3cc(C)c(C)cc3O)n[nH]2)c(OC)c1
→ 0.8	12.1	-1.8	9.5	-3.2	0.5	-0.8	0.8	1.2
- COC(=O)[C@@]12CCCCN1[C@H](c1ccc(-c3ccc(F)cc3)c(OC)c1)[C@@H]1C(=O)N(C)C(=O)[C@@H]12
→ 4.4	2.6	-0.4	-4.1	7.7	3.2	-2.6	-9.7	-0.9
- CCCCN(C(=O)C1CCN(C(=O)c2ccccc2C)CC1)c1c(N)n(CC(C)C)c(=O)[nH]c1=O
→ 6.0	0.5	-0.7	-0.3	7.3	.	-1.9	.	2.5

Reformatted with each value named: part of the list above
> COc1ccc(OC)c(NC(=O)c2ccccc2N(C)S(=O)(=O)c2ccc(C)cc2)c1
  MazEF act: 6.6
  GDH-TPI inh: 11.2
  Mtb BioA inh: 1.7
  BoNT F protease: ?
  PrPC TRFRET: -3.4
  UGM FP inh: -1.0
  FadD28 binding: -0.2
  Rv3671c inh: -5.7
  Mtb FBA inh: -0.4
> COC(=O)N/N=C/c1cccnc1
  MazEF act: 0.7
  GDH-TPI inh: 8.0
  Mtb BioA inh: -4.1
  BoNT F protease: 1.2
  PrPC TRFRET: 5.6
  UGM FP inh: 0.0
  FadD28 binding: -0.2
  Rv3671c inh: -1.8
  Mtb FBA inh: 23.5
> CCCN(CC1CCCO1)C(=O)CCc1nnc(-c2cc(C)on2)o1 (stereo unspecified)
  MazEF act: -4.3
  GDH-TPI inh: -7.9
  Mtb BioA inh: .
  BoNT F protease: 2.0
  PrPC TRFRET: 2.5
  UGM FP inh: 1.6
  FadD28 binding: -3.7
  Rv3671c inh: -7.8
  Mtb FBA inh: -1.0
> Cc1nc2cc(-c3cccs3)nn2c(NCC(C)(C)CN(C)C)c1C
  MazEF act: 1.6
  GDH-TPI inh: 4.6
  Mtb BioA inh: .
  BoNT F protease: -3.3
  PrPC TRFRET: -1.7
  UGM FP inh: 1.6
  FadD28 binding: -1.9
  Rv3671c inh: 4.3
  Mtb FBA inh: -5.5

Carrying on:
Results follow in this order: MazEF act	GDH-TPI inh	Mtb BioA inh	BoNT F protease	PrPC TRFRET	UGM FP inh	FadD28 binding	Rv3671c inh	Mtb FBA inh
- O=C1CC(c2cccc(Br)c2)C2=C(CCCC2=O)N1 (stereo unspecified)
→ 7.1	4.8	.	1.1	-1.9	2.1	-3.5	1.9	11.8
- O=c1[nH]nc(SCc2ccccc2)c(=O)[nH]1
→ -16.5	7.6	-0.7	-6.4	-1.9	-1.7	-1.6	2.4	-2.4
- CC(=O)c1c(C)[nH]c(C(=O)CN2C(=O)NC(C)(c3ccc4c(c3)OCCO4)C2=O)c1C (stereo unspecified)
→ -2.2	4.6	.	-2.3	-0.8	.	-1.4	6.2	-1.8
- O=C(CNC(=O)c1ccccc1)NCC1COc2ccccc2O1 (stereo unspecified)
→ -5.1	1.2	-1.2	-5.9	-2.9	3.2	0.0	1.2	3.5
- C#CCn1c2ccccc2c(=O)n1C(C)C
→ .	.	-2.6	-2.2	-0.4	.	0.7	.	121.4*
- CCOC(=O)[C@@H]1[C@H]2COc3ccc(Br)cc3[C@@H]2N2C(=O)N(c3ccccc3)C(=O)[C@]12C
→ 3.2	8.1	-2.9	-3.6	2.8	-2.5	-11.6	-0.3	-1.7
- COC(=O)[C@H](C)N(Cc1ccc(Cl)c(Cl)c1)S(=O)(=O)CCNC1CCCC1
→ 10.6	3.8	0.1	-11.0	.	.	-4.0	.	-0.8
- Cn1c(-c2ccccc2)cc(=O)n1-c1ccccc1
→ 10.9	-7.0	-0.7	-8.6	-3.9	.	-3.7	.	-2.2
- O=C(O)CC(SCC(=O)Nc1ccc(Br)cc1)C(=O)O (stereo unspecified)
→ -18.0	3.5	.	2.7	5.0	0.7	0.3	4.0	3.2
- COc1cccc(C2=CC(c3cccc(OC)c3OC)n3nnnc3N2)c1 (stereo unspecified)
→ -6.8	4.8	2.5	8.1	4.7	-1.8	-4.5	0.2	0.0
- COc1cccc(C(C(=O)NC2CCCCC2)N(Cc2ccco2)C(=O)c2ccccn2)c1 (stereo unspecified)
→ 8.1	2.7	0.1	13.4	-1.1	1.1	-2.5	4.7	-1.1
